# Screens as filed in PubChem.
# LGR2 antag: Drosophila LGR2 receptor signaling inhibition | actives 0.35% (n = 380,000) | inhibition, % at 9.99 µM | AID 720647 | HEK293 LGR2, CRE-luciferase, bursicon-stimulated, 4 h;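 active = drop in luminescence signal, shown as inhibition above about 50% in the replicate tests, limit read from the data, passing the limit was not always enough; inconclusive = probably only some replicates passing the limit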;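 also: agonist challenge used bursicon conditioned medium at about half maximal strength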
# Casp6 inh: inhibitors of human caspase-6. purified caspase-6, Z-VEID-R110 cleavage fluorescence. actives 0.53% (n = 350,000). inhibition, % at 12.5 µM. P55212;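 active = mean inhibition across replicates at least about 35%, with every replicate also reaching that limit, limit read from the data; inconclusive = only one of the two criteria met; inactive = neither criterion met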;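 also: 0% = median of neutral control wells and 100% = no fluorescence left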
# Target sequence (P55212 24-179 limits assumed): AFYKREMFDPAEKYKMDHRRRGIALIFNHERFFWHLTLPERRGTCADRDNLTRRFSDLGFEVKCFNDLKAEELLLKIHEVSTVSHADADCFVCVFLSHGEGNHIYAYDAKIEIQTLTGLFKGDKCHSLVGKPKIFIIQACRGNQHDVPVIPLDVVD
# Target sequence (P55212 194-293 limits assumed): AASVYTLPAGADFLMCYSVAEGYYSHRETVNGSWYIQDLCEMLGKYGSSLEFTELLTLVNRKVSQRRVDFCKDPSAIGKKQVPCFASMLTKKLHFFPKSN
# DENV2 CPE: inhibitors of DENV2 cytopathic effect | DENV2-infected cells, cytopathic effect rescue, plate reader | CPE inhibition, % at 9.99 µM | actives 1.7% (n = 350,000) | AID 651640; in the data active = CPE inhibition above about 20%, passing the limit was not always enough; inconclusive = no clear call, values can overlap the other calls; tested in BHK-21 cells;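 also: 0% = median of neutral control wells and 100% = median of positive control wells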
# SIRT5 inh: blocks human SIRT5 desuccinylation of peptide; Q9NXA8; Purified SirT5, succinyl-peptide AMC, trypsin-coupled fluorescence; inhibition, % at 15 µM; actives 1.1% (n = 330,000); AID 652115; in the data active = inhibition above about 15%; inconclusive = no clear call, values can overlap the other calls
# Target sequence (Q9NXA8 whole entry, looked up): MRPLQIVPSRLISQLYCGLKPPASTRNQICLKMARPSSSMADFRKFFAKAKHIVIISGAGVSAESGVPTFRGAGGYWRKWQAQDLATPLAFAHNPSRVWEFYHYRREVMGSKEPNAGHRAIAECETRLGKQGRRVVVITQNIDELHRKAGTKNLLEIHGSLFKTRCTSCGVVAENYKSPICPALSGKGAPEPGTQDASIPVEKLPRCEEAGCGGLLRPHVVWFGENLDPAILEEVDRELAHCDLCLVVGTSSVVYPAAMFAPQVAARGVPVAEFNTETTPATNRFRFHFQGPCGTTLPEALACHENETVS
# EWS-Fli block: EWS/Fli transcriptional activity inhibition; inhibition, % at 12.6 µM; actives 0.67% (n = 350,000); AID 651661; A673 NR0B1-luciferase reporter, viability-normalised;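 active = mean inhibition of at least 50% after viability correction, with every replicate also passing that limit; inconclusive = mean reaches 50% but only one of two replicates passes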;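 also: firefly luciferase signal divided by Alamar Blue viability fluorescence both relative to DMSO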
# PAX8 inh HTS: inhibitors of PAX8 transcriptional activity in RMG-I cells. inhibition, % at 12.6 µM. actives 1.2% (n = 360,000). RMG-I TPO-luciferase reporter, SteadyGlo, 24 h;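 active = mean replicate inhibition at least 60% with every replicate also reaching 60%; inconclusive = only one of the two criteria is met; inactive = mean below 60% and not all replicates reaching 60%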;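 also: luciferase light reporting Pax8 driven TPO promoter activity; plate controls were median of neutral control wells for no effect and mitoxantrone controls for full effect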
# ARNT-TACC3 inh: disruptors of human ARNT/TACC3 interaction. AlphaScreen His-ARNT PAS-B/GST-TACC3 binding, luminescence; TACC3 fragment carries E629A point mutation. Q9Y6A5. actives 0.66% (n = 390,000). inhibition, % at 9.99 µM. AID 623870;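 active = mean inhibition of replicates at least 50% and at least half of replicates each reaching 50%; inconclusive = half or more replicates reach 50% but mean below 50%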;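 also: 0% = complete ARNT plus TACC3 wells and 100% = ARNT alone without TACC3; many hits fall short of the cut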
# * marks the source's active call; other numbers are inactive results; u = inconclusive; x = no result given.
SMILES,LGR2 antag,Casp6 inh,DENV2 CPE,SIRT5 inh,EWS-Fli block,PAX8 inh HTS,ARNT-TACC3 inh
Cc1c(C(=O)N2CCOCC2)c(S(=O)(=O)Nc2ccc(C(C)C)cc2)c(C)n1C,-5,5,-3,-3,22,12,-1
Cc1ccccc1C(=O)Oc1cccc2c(O)cccc12,-9,0,19,-2,11,-9,3
OC(CCc1cccc(Cl)c1)c1cccs1 (stereo not given),-25,0,u,-2,-36,12,-8
CC1CCN(c2c(NCC3CCC(C(=O)NCc4ccccc4Cl)CC3)c(=O)c2=O)CC1 (stereo not given),11,2,-8,-1,8,0,1
C[C@@H]1CN([C@@H](C)CO)C(=O)Cc2cc(NS(=O)(=O)c3ccc(Cl)cc3)ccc2O[C@H]1CN(C)C(=O)Nc1ccc(F)cc1,-4,3,-4,8,-7,-11,2
Cc1cccc(NC(=S)NC23CN4CN(CN(C4)C2)C3)c1C,x,-6,u,-1,9,22,-1
CN(C)C(CNC(=O)c1ccc(S(=O)(=O)Nc2ccccc2F)cc1)c1ccco1 (stereo not given),11,-130,u,-1,0,4,5
CC(OC(=O)CCOc1ccccc1)C(=O)NC1CC1 (stereo not given),9,-1,1,0,-4,-8,-1
COc1ccc(NC(=O)N(C)C[C@@H]2Oc3c(NC(=O)Nc4ccc5c(c4)OCO5)cccc3C(=O)N([C@@H](C)CO)C[C@@H]2C)cc1,-7,-2,7,-1,-16,x,0
NCC[C@@H]1CC[C@@H](NC(=O)C2CCCCC2)[C@@H](CO)O1,-11,0,-1,8,-2,5,-8
COc1ccc(CC(N)c2csc(NC(=O)c3ccc(OC)cc3)n2)cc1 (stereo not given),9,-2,37*,-1,-7,2,x
O=C1CN(CN2CCCCC2)C(=O)CN1CN1CCCCC1,8,-5,0,x,-5,-4,x
COCCNC(=O)CCCn1c(=O)c2cc(OC)c(OC)cc2n(CC(=O)c2cccc(OC)c2)c1=O,4,-1,3,19*,5,11,-6
CCS(=O)(=O)N1CCCCN2[C@H](CO)[C@H](c3ccc(C#CC(C)(C)O)cc3)[C@H]2C1,2,1,13,-3,-16,7,-7
O=C(N[C@@H]1CC[C@@H](CCNS(=O)(=O)c2ccc(Cl)cc2)O[C@H]1CO)c1cnccn1,1,1,-2,-4,2,5,-14
O=C1CN(C(=O)c2cc3ccccc3oc2=O)C(c2ccccc2)c2cc(F)ccc2N1 (stereo not given),4,0,-3,1,-2,-9,5
COC(=O)C1=C(C(=O)OC)[C@@H]2N(C)c3ccc(OC)cc3[C@@]23C[C@@H](C(=O)OC)N(C(=O)COCc2ccccc2)C3=N1,13,0,u,1,9,-4,x
Cc1ccc(C)c2c1CCCC2=O,-16,-1,7,-1,0,4,x
COc1ccc(C2CC(C(F)(F)F)n3nc(C(=O)O)cc3N2)cc1 (stereo not given),10,0,3,-1,11,2,-10
CSCC[C@H](NC(=O)C1CCN(S(=O)(=O)c2ccc(C)cc2)CC1)C(=O)NC1CCS(=O)(=O)C1 (stereo not given in full),-11,x,x,x,-10,-5,-9
COc1ccc(S(=O)(=O)N(C)C[C@H]2OCCCC[C@@H](C)Oc3ccc(NS(=O)(=O)c4ccc(F)cc4)cc3C(=O)N([C@H](C)CO)C[C@H]2C)cc1,4,2,2,20*,5,52,-6
CC(C)N1CCC(N2CCN(CCCc3ccccc3)CC2CCO)CC1 (stereo not given),6,-25,-3,-3,8,-5,1
CCN(C[C@H]1N[C@@](Cc2ccccc2)(C(=O)OC)[C@H]2C(=O)N(Cc3ccccc3)C(=O)[C@@H]12)C(=O)NC(C)C,2,-1,8,1,7,0,-1
CCc1nc(SCC(=O)c2ccccc2)c2ccccc2n1,6,6,-5,x,0,-26,22
Cc1ccc(-c2nc(C(F)(F)F)cc(=O)[nH]2)cc1,-2,-1,-8,2,0,4,0
C[C@H](CO)N1C[C@H](C)[C@H](CN(C)C(=O)Cc2cccnc2)Oc2ncc(-c3ccccc3)cc2C1=O,2,-1,1,-3,-11,x,2
COc1ccc(C(=O)NNC(=O)COC(=O)c2sccc2C)cc1,-15,2,-5,-4,2,-9,10
CC(C)c1ccc(Nc2nnc(SC3CCOC3=O)s2)cc1 (stereo not given),13,1,-8,-2,15,-25,18
CC(C(=O)Nc1ccccc1Br)c1ccc([N+](=O)[O-])cc1 (stereo not given),8,x,-3,-2,10,16,-7
CN1c2ccc(Br)cc2[C@@H]2[C@@H](CCN2C(=O)Nc2cccc(F)c2)[C@@H]1CO,-6,x,4,x,-10,8,1
COc1ccccc1S(=O)(=O)N(C)C[C@H]1Oc2cc(/C=C/c3ccccc3)ccc2S(=O)(=O)N([C@H](C)CO)C[C@@H]1C,19,-4,u,-4,5,x,5
O=C(C[C@H]1CC[C@H](NC(=O)c2ccc(F)cc2)[C@H](CO)O1)NCc1ccncn1,-4,1,10,0,x,x,0
COc1cccc(/C(C)=N/NC(=O)c2cc(-c3cccnc3)nc3ccccc23)c1,5,2,4,2,3,19,1
C[C@@H]1CN([C@@H](C)CO)C(=O)c2cccc(N(C)C)c2O[C@H]1CN(C)C(=O)Nc1ccc(C(F)(F)F)cc1,1,-2,-4,x,0,-6,x
CCOC(=O)C1=CN(Cc2ccco2)S(=O)(=O)N(C)C1c1ccc(C(F)(F)F)cc1 (stereo not given),11,8,-15,-6,16,-1,-1
O=c1c(-c2ccc(O)cc2)coc2cc(O)ccc12,-23,1,u,2,-26,-44,-3
COc1cc2ncc(S(=O)(=O)c3ccccc3)c(N3CCC4(CC3)OCCO4)c2cc1OC,2,1,2,1,7,27,-3
CO[C@H]1CN(C)C(=O)c2ccc(NC(=O)C3CC3)cc2OC[C@@H](C)N(C(=O)c2ccccc2)C[C@@H]1C,-9,-2,5,-1,3,6,-5
NC(=O)c1cnc(Cc2c[nH]c3ccccc23)c(I)c1,-7,7,16,0,11,27,x
Cc1cc2c(cc1S(=O)(=O)N(C)Cc1ccccc1)OCC(=O)N2,12,-2,4,-1,3,14,1

# Entries of single compounds, looked up by structure.
# O=C(C[C@H]1CC[C@H](NC(=O)c2ccc(F)cc2)[C@H](CO)O1)NCc1ccncn1 reads LGR2 antag = -4; Casp6 inh = 1; DENV2 CPE = 10; SIRT5 inh = 0; EWS-Fli block = x; PAX8 inh HTS = x; ARNT-TACC3 inh = 0
# CC(C)c1ccc(Nc2nnc(SC3CCOC3=O)s2)cc1 (stereo not given) reads LGR2 antag = 13; Casp6 inh = 1; DENV2 CPE = -8; SIRT5 inh = -2; EWS-Fli block = 15; PAX8 inh HTS = -25; ARNT-TACC3 inh = 18

# Not a retest: two of the compounds above.
SMILES,LGR2 antag,Casp6 inh,DENV2 CPE,SIRT5 inh,EWS-Fli block,PAX8 inh HTS,ARNT-TACC3 inh
Cc1cccc(NC(=S)NC23CN4CN(CN(C4)C2)C3)c1C,x,-6,u,-1,9,22,-1
CN(C)C(CNC(=O)c1ccc(S(=O)(=O)Nc2ccccc2F)cc1)c1ccco1 (stereo not given),11,-130,u,-1,0,4,5

# Other results follow:
SMILES,LGR2 antag,Casp6 inh,DENV2 CPE,SIRT5 inh,EWS-Fli block,PAX8 inh HTS,ARNT-TACC3 inh
C[C@@H]1CCCCO[C@@H](CN(C)Cc2ccc(C(F)(F)F)cc2)[C@@H](C)CN([C@H](C)CO)C(=O)c2cc(NC(=O)CCCN(C)C)ccc2O1,-7,2,4,-8,0,x,-4
CCOC(=O)N1CCN(S(=O)(=O)c2ccc(C(=O)N(CCN(C)C)c3nc4c(C)cccc4s3)cc2)CC1,4,-4,-7,-3,-2,-5,-2
CCS(=O)(=O)c1ccc(O)c(NC(=O)/C=C/c2ccccc2)c1,-34,5,-1,3,-6,-57,-1
O=C(Nc1ccc(S(=O)(=O)N2CCCC2)cc1)C1CC(=O)N(c2ccc(F)cc2)C1 (stereo not given),5,1,-3,3,9,-1,-4
O=C(c1ccc(F)cc1)N1[C@@H](CO)[C@@H]2c3ccccc3NC[C@@H]21,-3,-1,10,8,0,4,4
COc1ccc(C2c3cc4c(cc3OC(N3CCOCC3)C2C)OCO4)c(OC)c1 (stereo not given),22,-2,-6,-1,60*,37,9
O=C(C[C@H]1CC[C@@H](NS(=O)(=O)c2ccccc2)[C@H](CO)O1)N1CCC(Cc2ccccc2)CC1,4,0,10,-13,1,15,x
CC(=O)Nc1ccc2c(c1)C(=O)N(C)[C@H]1CC[C@H](CC(=O)NCc3ccccc3Cl)O[C@H]1CO2,3,2,u,-1,-2,3,-14
Oc1cc(Nc2ccccc2)cc2cccnc12,27,16,3,x,15,96*,66*
Cc1noc(C)c1NC(=O)N(C)C[C@@H]1Oc2ccc(NC(=O)Cc3cn(C)c4ccccc34)cc2C(=O)N([C@@H](C)CO)C[C@@H]1C,2,0,13,2,-1,x,4
Cc1cc(C(=O)COC(=O)Cc2c(F)cccc2Cl)c(C)n1C,x,-4,-8,-4,-7,-241,x
CCC(CO)N=CC1=C(O)CC(c2ccccc2)CC1=O (stereo not given),-2,-1,0,0,-30,3,-4
Cc1ccccc1-c1nc2ccccc2o1,-40,3,-2,-7,-33,x,0
CO[C@@H]1CN(C)C(=O)c2cc(NS(C)(=O)=O)ccc2OC[C@H](C)N(C(=O)C2CCCC2)C[C@@H]1C,11,-2,13,-5,-5,5,2
CC(=O)n1cc(/C=N/NC(=O)c2cccc(O)c2)c2ccccc21,-27,3,2,2,-15,-28,-6
Cc1ccc([C@@H]2CC=C(C(=O)O)CN2S(=O)(=O)c2ccccc2C)cc1,14,0,-1,1,-7,-4,-1
O=C(C[C@@H]1CC[C@H](NC(=O)c2ccncc2)[C@H](CO)O1)Nc1ccccc1,2,0,-5,-1,-5,4,-10
COC(=O)c1ccc(CNCC(=O)Nc2ccc(C(=O)OC)cc2)cc1,-9,-3,x,1,-7,-8,x
COc1ccc(NC(=O)COc2ccc3c(c2)CCC3)cc1S(N)(=O)=O,-13,2,-1,1,-4,-2,-7
CC(C)CN(C(=O)CN1CCN(c2ccccc2F)CC1)c1c(N)n(CC(C)C)c(=O)[nH]c1=O,-3,x,x,x,x,0,-6
CC(=O)c1ccc(NC(=O)CSc2nc(Nc3ccccc3)nc(N3CCOCC3)n2)cc1,-6,1,12,-1,x,21,-8
O=C(CSc1nnc2ccccn12)NCCc1ccc(Cl)cc1,2,1,-7,3,-3,-17,-1
CC1=CC(c2ccccc2)NC(=S)N1 (stereo not given),3,x,x,x,x,13,-3
C/C(=N\NC(=O)c1nn(C)c(C)c1Br)c1cccc(NC(=O)c2ccoc2C)c1,-10,x,x,x,x,-62,-14
CCCN(C)C[C@H]1OCCCC[C@H](C)Oc2ccc(NS(=O)(=O)c3ccccc3)cc2C(=O)N([C@@H](C)CO)C[C@@H]1C,10,0,-3,2,-1,21,6
O=P(NC1CCCCC1)(c1ccccc1)c1ccccc1,14,0,0,-2,-2,-2,-2
Cc1nn(Cc2ccccc2)c(C)c1NC(=O)c1cccs1,0,-2,-14,-3,-1,10,-14
Cc1ccccc1CN1C[C@@H]2C[C@@H](c3ccc4nsnc4c3)N3CCC[C@@]23C1=O,-5,2,u,-1,8,10,-1
O=C(COc1ccc(Cl)cc1)N(Cc1ccco1)C1CCS(=O)(=O)C1 (stereo not given),2,1,1,3,1,7,-3
COc1ccc(NC(=O)N2C[C@@H](O)COC[C@@H]3O[C@H](CC(=O)N4CCOCC4)CC[C@H]32)cc1,2,-1,3,-2,-5,-17,4
O=C(NC1(C(F)(F)F)N=C(c2ccccc2)NC1=O)c1ccccc1F (stereo not given),6,x,x,x,x,5,-3
COCC(=O)N(C)C[C@@H]1Oc2ncc(C#CCC3CCCC3)cc2C(=O)N([C@H](C)CO)C[C@H]1C,-7,-4,-11,7,-1,x,11
C[C@H](CO)N1C[C@H](C)[C@@H](CN(C)C(=O)c2ccncc2)OCCCC[C@H](C)Oc2ccc(NC(=O)c3ccncc3)cc2C1=O,-1,2,3,-2,x,-5,-5
C[C@@H]1CN([C@H](C)CO)C(=O)c2cc(NC(=O)Nc3ccc(C(F)(F)F)cc3)ccc2O[C@@H]1CN(C)Cc1ccc(Cl)c(Cl)c1,-1,-2,46*,5,-5,x,-9
COc1ccc(NC(=O)COC(=O)CNC(=O)c2cc(OC)c(OC)c(OC)c2)cc1,-12,x,x,x,x,10,-3
Cc1ccc(Cl)c(NC(=O)COC(=O)c2cc[n+]([O-])cc2)c1Cl,-16,2,-2,8,-1,x,11
